# High-throughput results (PubChem BioAssay)
# ALOX12 inh = blocks human arachidonate 12S-lipoxygenase | purified 12hLO, xylenol orange hydroperoxide absorbance | P18054 | 580,000 compounds, 1.1% hits | AID 1671190 | Potency, µM (titrated, usually from 108 µM), without a hit: at the highest dose activity change, negative = inhibition, usual class: inhibitors; active means well fitted inhibition curve with a large enough effect; inconclusive means small, poorly fitted or top-dose-only effect, or another doubt; inactive means no such curve, though single readings can be large or run the other way
# Target sequence (P18054 whole entry, looked up): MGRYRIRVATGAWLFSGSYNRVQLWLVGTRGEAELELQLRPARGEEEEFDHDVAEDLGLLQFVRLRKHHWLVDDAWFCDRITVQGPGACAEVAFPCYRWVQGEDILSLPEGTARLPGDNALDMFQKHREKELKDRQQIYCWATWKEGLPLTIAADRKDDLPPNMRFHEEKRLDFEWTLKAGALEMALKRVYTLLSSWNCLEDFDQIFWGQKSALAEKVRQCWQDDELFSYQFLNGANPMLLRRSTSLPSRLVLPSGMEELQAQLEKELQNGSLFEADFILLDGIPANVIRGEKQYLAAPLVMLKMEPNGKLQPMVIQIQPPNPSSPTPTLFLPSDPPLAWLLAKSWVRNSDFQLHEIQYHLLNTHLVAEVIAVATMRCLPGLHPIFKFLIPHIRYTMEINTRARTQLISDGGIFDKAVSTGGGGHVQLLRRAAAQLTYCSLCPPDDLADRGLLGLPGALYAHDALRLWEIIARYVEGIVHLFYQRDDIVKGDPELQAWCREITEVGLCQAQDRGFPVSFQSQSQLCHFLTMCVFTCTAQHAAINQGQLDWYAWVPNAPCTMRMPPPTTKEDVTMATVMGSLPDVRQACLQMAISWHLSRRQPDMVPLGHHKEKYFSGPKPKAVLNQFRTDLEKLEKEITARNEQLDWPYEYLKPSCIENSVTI
#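 Purified human 12hLO (150 nM final) in 25 mM Hepes, 0.01% Triton X-100, pH 7.0 was preincubated 15 min at room temperature with compound. Then 40 uM arachidonic acid was added, 30 min. Hydroperoxide was read by Fe-XO absorbance ratio 573/405 nm.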
# Starred values were filed as active, the others as inactive; ? = inconclusive; [ ] = remark or other dose. On the % scale 0 is the no-effect control and ±100 the full control effect; potency means the concentration at half of the fitted maximal effect. The list is partial; count on the stated rates, not on these rows.
SMILES,ALOX12 inh
COc1ccc(C(=O)COC(=O)C(C)Oc2ccc(F)cc2)cc1OC (configuration not stated),138%
CC1(C(=O)NCc2cccnc2)CCC(=O)N1Cc1ccccc1Cl (configuration not stated),11%
O=C(NCCc1ccccn1)c1ccc2c(c1)CCCC2,-2%
O=C1CCN(Cc2ccncc2)CCCC(C(=O)Nc2cccc(F)c2)CCN1 (configuration not stated),41%[activator]
COc1cc(C2CC(=O)Nc3c2c(C)nn3-c2ccc(Cl)nn2)cc(OC)c1OC (configuration not stated),-24%
COc1ccc(-c2c3c(=O)n(C)c(=O)n(C)c3cn2-c2cccc(C)c2)cc1,?
COc1ccc(C[C@H](NC(=O)[C@@]2(O)C[C@@H](O)[C@H](O)[C@@H](NC(=O)c3cccnc3)C2)C(N)=O)cc1,-14%
COc1cccc(CN2C(=O)C3(CCOCC3)CC2c2nnnn2C(C)(C)C)c1OC (configuration not stated),28%
O=C1NCCCCCCN(Cc2cccc(F)c2)[C@H]2C[C@H](C(=O)N3CCc4ccccc4C3)C[C@@H]12,-2%
CC(C)C(C)(C#N)NC(=O)CCc1ccccc1 (configuration not stated),-9%
Cc1sc2nc(C(C)Sc3nnnn3C)[nH]c(=O)c2c1C (configuration not stated),?
Nc1nnnn1NCc1cc(Br)ccc1OCc1ccccc1,5%
COC(=O)c1ccc(/C=C/C(=O)c2ccccc2)o1,-63%
O=C(Cc1cccc2cccnc12)NCc1ccccc1,?
Cc1ncsc1C(=O)N1CC(COc2ccccc2)C2(C1)CN(c1ccccc1)C2 (configuration not stated),70%[activator][176 µM]
O=C(/C=C/c1cccs1)c1cc2ccccc2o1,?
COc1ccc(NC(=O)c2nn(-c3ccccc3C)c(=O)cc2OC)cc1,-17%
Cc1ncsc1CN1CCCC(C(=O)NCc2ccccc2)CCNC(=O)CC1 (configuration not stated),40%[activator]
Cc1c(C)n(Cc2ccncc2)c2ncn3ncnc3c12,0%
c1ccc(Nc2cccc(Nc3nc(CN4CCOCC4)nc4sc5c(c34)CCC5)c2)cc1,?
O=C(NC[C@H]1OC[C@@H](NCc2cnc[nH]2)[C@@H]1O)C1CCCC1,0%[176 µM]
CN(C)C(CNC(=O)c1cc(=O)[nH]c2ccccc12)c1ccc(F)cc1 (configuration not stated),38%[activator]
Nc1[nH]c(C(=O)c2ccc(Br)cc2)c(-c2ccncc2)c1C(=O)NCCc1c[nH]c2ccccc12,-12%
CC1=C[C@@H](CNS(=O)(=O)Cc2ccccc2)[C@H](C(C)C)C[C@H]1CC(=O)N1CCN(C)CC1,?
CCN1C(=O)C2CC3(CCN(C(=O)c4cc5ccc(OC)cc5[nH]4)CC3)CN2C1=O (configuration not stated),9%
CC(=O)N1CCCCC1c1nnc2n1CCNC2 (configuration not stated),?
COc1ccccc1CCC(=O)N1CCC(Cc2nc(-c3ccccc3)no2)CC1,67%[activator]
COc1cccc(CC(=O)NCCn2ccn3nc(-c4ccc(C)c(C)c4)cc3c2=O)c1,-5%
NC(=O)c1cc(S(=O)(=O)NCC2CCN(Cc3ccc(Cl)cc3)CC2)cs1,?
O=C1NC[C@H](Cc2ccc(O)cc2)N(C[C@@H]2CCCN2C[C@H](Cc2ccccc2)N2C[C@H](Cc3ccc(O)cc3)N(CC3CCCCC3)C(=O)C2=O)C1=O,?
CCOc1ccc(NC(=O)COC(=O)c2nn(C)c(=O)c3ccccc23)cc1,3%
COc1cc(SC)ccc1C(=O)N[C@H]1CCN2C(=O)N(c3cccc(C(F)(F)F)c3)C(=O)[C@@H]2C1,0%
CCOc1cc(/C=C(/C#N)c2nc3ccccc3[nH]2)ccc1OC,-30%
CCc1cc(=O)n(CC(=O)Nc2ccccc2F)c(-c2cccc(F)c2)n1,54%[activator]
CCCCCCCCOC(=O)/C(C#N)=C/c1ccc(-c2cccc(C(F)(F)F)c2)o1,1%
O=C(C[C@@H]1C[C@H]2O[C@H](CNCc3cnccc3Cl)[C@@H](O)[C@H]2O1)N1CCC(F)(F)C1,8%[176 µM]
Cc1ccc(C(=O)CCc2nc(C3CC(=O)N(C4CCCCC4)C3)no2)cc1 (configuration not stated),17%
CCn1c2c(c(=O)[nH]c1=O)C(c1ccc(C)cc1)C1=C(COC1=O)N2 (configuration not stated),?
COc1ccc(C2=Nc3ccccc3N(C(=O)c3ccc(C(F)(F)F)cc3)C2C(=O)Nc2c(C)cccc2C)cc1 (configuration not stated),-2%
CCOC(=O)N(C)[C@H]1C[C@H]2c3cc(-c4ccccc4C)ccc3CCN2C[C@H]1[C@H](C)O,37%[activator]
COC(=O)[C@H](NC(=O)[C@@]1(O)C[C@@H](O)[C@H](O)[C@@H](NC(=O)CC2(CC(=O)O)CCCC2)C1)C(C)C,16%
O=C(C[C@@H]1CCNC[C@@H]1Cc1cc(-c2ccccc2)on1)N1CCC(n2c(=O)[nH]c3ccccc32)CC1,?
CCOc1ccccc1NC(=O)N1CC[C@@H](c2nc(C)no2)[C@@H](NC(=O)C2CC2)C1,4%
COc1ccc(-c2n[nH]c3c2CC(=O)N(c2ccccc2)C3)cn1,-9%[176 µM]
Cc1ccc2c(-c3cc4ccccc4o3)cc(=O)oc2c1C,-27%
c1ccc2c(c1)cnn2CCCNc1ncncn1,86%[activator]
N#Cc1cccc(NC(=O)NCCNC(=O)Nc2cccc(C#N)c2)c1,-1%
CCCS(=O)(=O)N1CCc2nn(C)c(=O)n2CC1,25%
N#Cc1ccc2nc(-c3ccc(CN4CCC5(CC4)CNc4ccccc45)cc3)c(-c3ccccc3)nc2c1,?
CCC(CC)C(=O)Nc1ccc([C@H]2OCC(=O)N(C)[C@@H]2CO)cc1,55%[activator][176 µM]
Cc1nc2cc(NC(=O)COc3cc(C(C)C)ccc3C)ccc2o1,-4%
COc1ccc(C(=O)COC(=O)Cc2c(F)cccc2Cl)cc1Br,-34%
CN(C)CCCNC(=O)CCCNc1nc(Cl)nc2nc[nH]c12,?
COc1cccc(-c2nnc(SCC(=O)N(C3CCCCC3)C3CCS(=O)(=O)C3)n2C)c1 (configuration not stated),-13%
O=C(O)c1ccc(C(=O)O)nc1,52%[activator]
CN(C)c1ccc(C(=O)N2CCCN(c3cc(-c4ccc(Cl)cc4)[nH]n3)CC2)cc1,12%
COc1ccc(NC(=O)Cc2ccccc2)c2cccnc12,-30%
Nc1[nH]c(C(=O)c2ccccc2)c(-c2cc(F)ccc2Br)c1C(=O)NCCc1c[nH]c2ccccc12,-9%
O=c1[nH]c(N2CCOCC2)nc2nccc(-c3ccsc3)c12,?
Cc1cc(C)c(C(N)=O)c(NCc2ccccc2C)n1,27%

# Continued.
SMILES,ALOX12 inh
Cc1cccc(-n2nc(C)c3c2NC(=O)CC3C(=O)c2ccccc2)c1C (configuration not stated),1%
O=C(NCCCN1CCCC1=O)c1ccc2c(c1)[nH]c(=O)n2C1CCC(O)CC1 (configuration not stated),31%
CC1(CCCCc2ccccc2)COc2ccc(C(=O)Nc3cccnc3)cc2N1 (configuration not stated),18%[176 µM]
Cc1ccccc1-c1nc(N2CCOCC2)cc2c1CN(Cc1ccccc1)C2=O,-14%[176 µM]
CCCc1noc(CN2CCN(c3cc(C)nc(C(C)C)n3)CC2)n1,6%
COc1ccc(NC(=O)N[C@@H]2C=C[C@@H](c3c(C)nn(-c4ccccn4)c3C)C2)cc1,?
Cc1c(-c2nnc(-c3ccc(OC(C)C)cc3)o2)oc2ccccc12,-1%
COc1ccc(-c2nn(-c3ccccc3)cc2CN2CCN3CCCC3C2)c(F)c1 (configuration not stated),?
COc1ccccc1-c1cncnc1NCc1cccc(C)c1,?
CNc1cccnc1OC1CCN(C(=O)NCCOC)C1 (configuration not stated),7%
CCCOc1ccccc1C(=O)N(Cc1ccc(C)cc1)C1CCS(=O)(=O)C1 (configuration not stated),?
CC(C)C[C@H]1NC(=O)[C@@H]2C[C@@H](n3nnc(C(N)=O)c3C(N)=O)CCN2C1=O,16%[176 µM]

# Seven of the compounds above, with tabs:
mol	ALOX12 inh
O=C(NCCCN1CCCC1=O)c1ccc2c(c1)[nH]c(=O)n2C1CCC(O)CC1 (configuration not stated)	31%
Cc1c(-c2nnc(-c3ccc(OC(C)C)cc3)o2)oc2ccccc12	-1%
COc1ccccc1-c1cncnc1NCc1cccc(C)c1	?
CNc1cccnc1OC1CCN(C(=O)NCCOC)C1 (configuration not stated)	7%
CC(C)C[C@H]1NC(=O)[C@@H]2C[C@@H](n3nnc(C(N)=O)c3C(N)=O)CCN2C1=O	16%[176 µM]
COc1ccc(-c2nn(-c3ccccc3)cc2CN2CCN3CCCC3C2)c(F)c1 (configuration not stated)	?
Cc1ccccc1-c1nc(N2CCOCC2)cc2c1CN(Cc1ccccc1)C2=O	-14%[176 µM]

# (listing goes on)
SMILES,ALOX12 inh
C=CCN1C(=O)COc2ccc(NC(=O)c3cc(=O)c4cc(C)ccc4o3)cc21,-25%
CC(C)NC(=O)C1COC2(CCN(C(=O)c3ccc(Cl)cc3)CC2)N1C(=O)c1cccc(F)c1 (configuration not stated),17%
CCn1ccc2sc(C)c(C(=O)NCc3cccc(Cl)c3)c2c1=O,?
Cc1ccc2c(n1)N(C)[C@H](CO)CCN(CC1CCCCC1)C2,78%[activator][176 µM]
CCn1c(-n2nc(C)c(C)c2C)nc2c1c(=O)n(CC(=O)C(C)(C)C)c(=O)n2C,15%
CCOC(=O)c1oc2cc(OC(=O)c3ccco3)ccc2c(=O)c1-c1ccc(OC)c(OC)c1,0%
COc1ccc(S(=O)(=O)N2CCSC2c2cc(OC)ccc2OC)cc1 (configuration not stated),7%
COCCCNC(=O)CC(c1ccc(Cl)cc1)c1c[nH]c2ccccc12 (configuration not stated),?
COc1cc(C=NN=c2sc3ccccc3n2C)ccc1OCCO,3%
Cc1ccccc1C(=O)N1CCC(N2CCCCCC2=O)CC1,89µM*
CC(=O)C1(C)CC2(CC(C)(C)OC2=O)C(=O)O1 (configuration not stated),-1%
O=C1Cc2cc(-c3csc(NC4CC4)n3)ccc2N1,40µM*
O=C(COc1ccc(F)cc1F)N1CCN(C(=O)C2CCCO2)CC1 (configuration not stated),1%
CN(CC1CCOC1)C(=O)c1ccco1 (configuration not stated),13%
COc1ccc(C(=O)Nc2ccc(N3CCCCC3)cc2)cc1S(=O)(=O)NC1CC1,?
COc1ccccc1CNc1ncncc1-c1cccnc1,?
CCn1cc(Br)c(C(=O)Nc2cc(C)ccc2F)n1,10%
COC1CN(c2cccc(F)c2)C12CCN(C(=O)c1ccc3ccccc3n1)CC2 (configuration not stated),17%
O=C(CCC1CCCC1)Nc1cccc2ccccc12,0%
CN(Cc1cn(C)nc1-c1ccc(C2CCCCC2)cc1)C1CCOC1 (configuration not stated),38%[activator]
CN(C(=O)CN1C(=O)NC2(CCCCC2)C1=O)C1CCCCC1,7%
Cc1ccc2oc(C(=O)N(C)CCOc3ccc(F)cc3)cc(=O)c2c1,-20%
CCCCN(C)Cc1cc(=O)oc2cc(-c3ccccc3)c(O)cc12,?
C=CC[N+]1(CC#CCOC(c2ccccc2)c2ccccc2)CCCCC1,25%
Cc1cc(=O)n(CC(=O)Nc2ccc(Br)cc2)c(N2CCOCC2)n1,-1%
O=C(/C(=C/c1ccc(F)cc1)c1nc2ccccc2o1)c1ccccc1,24%
CC1CC(=O)Nc2cc(S(=O)(=O)N3CCN(c4ccccc4F)CC3)ccc2S1 (configuration not stated),-57%
CCOC(=O)C1(Cc2ccc(F)cc2F)CCCN(S(=O)(=O)c2ccsc2)C1 (configuration not stated),?
CC(OC(=O)c1ccc(CS(C)(=O)=O)cc1)c1ccc(F)cc1F (configuration not stated),0%
O=C(COc1cc(OCC(=O)N2CCNC2=O)c(Cl)cc1Cl)N1CCNC1=O,?
CCC[C@@H]1CN(C(=O)c2ccc(OC)o2)C[C@H]1C(=O)O,11%
Cc1ccccc1Cn1c(CN(C)Cc2ccccc2)nc2c1c(=O)n(C)c(=O)n2C,19%
CN1CC(C(=O)N2CCCC(c3ccccc3)(c3ccccc3)C2)CC1=O (configuration not stated),27%
O=C(O)C(=O)/C(=C/c1ccsc1)c1ccc2ccccc2n1,8.9µM*
Cn1c(=O)oc2cc(S(=O)(=O)N3CCc4c(nc[nH]c4=O)C3)ccc21,26%
Cc1ccc(NS(=O)(=O)c2cc(C(=O)O)cc3c2CCC3)cc1F,?
Cc1c(C(=O)N2CCCC(CO)C2)c(-c2ccccc2)nn1-c1ccccc1 (configuration not stated),44%[activator]
N#Cc1ccc(C(=O)NC2CCN(C(=O)N3CC4CC(C3)[C@H]3CCCC(=O)N3C4)CC2)cc1 (some centres not stated),24%
Cc1cccc(OC[C@H]2C[C@@H](N)[C@H](O)[C@@H]2O)n1,?
Cc1cc(=O)oc2cc3occ(-c4ccc5ccccc5c4)c3cc12,-23%
CCNC(=O)N1CCCC1c1noc(CCC(=O)NCC(C)C)n1 (configuration not stated),?
CCCCOCCCNC(=O)c1cccc(C#N)c1,8%

# 3 of the entries above in order of the ALOX12 inh value, high to low.
smiles | ALOX12 inh
Cc1ccccc1C(=O)N1CCC(N2CCCCCC2=O)CC1 | 89µM*
O=C1Cc2cc(-c3csc(NC4CC4)n3)ccc2N1 | 40µM*
O=C(O)C(=O)/C(=C/c1ccsc1)c1ccc2ccccc2n1 | 8.9µM*
